# Screening results as filed in PubChem.
# TRPML3 ag = human mucolipin-3 channel agonism; Q8TDD5; HEK293 TRPML3-YFP, Fluo-8 calcium fluorescence; 100% = the carbachol control signal; activation, % at 3 µM; 220,000 tested, 0.29% active; AID 1448;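 active = activation above its plate's cutoff, the mean activation of the plate's test wells plus 3 SD, cut at about 12% in these data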;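 also: 0% = DMSO only wells and 100% = carbachol wells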
# Target sequence (Q8TDD5 whole entry, looked up): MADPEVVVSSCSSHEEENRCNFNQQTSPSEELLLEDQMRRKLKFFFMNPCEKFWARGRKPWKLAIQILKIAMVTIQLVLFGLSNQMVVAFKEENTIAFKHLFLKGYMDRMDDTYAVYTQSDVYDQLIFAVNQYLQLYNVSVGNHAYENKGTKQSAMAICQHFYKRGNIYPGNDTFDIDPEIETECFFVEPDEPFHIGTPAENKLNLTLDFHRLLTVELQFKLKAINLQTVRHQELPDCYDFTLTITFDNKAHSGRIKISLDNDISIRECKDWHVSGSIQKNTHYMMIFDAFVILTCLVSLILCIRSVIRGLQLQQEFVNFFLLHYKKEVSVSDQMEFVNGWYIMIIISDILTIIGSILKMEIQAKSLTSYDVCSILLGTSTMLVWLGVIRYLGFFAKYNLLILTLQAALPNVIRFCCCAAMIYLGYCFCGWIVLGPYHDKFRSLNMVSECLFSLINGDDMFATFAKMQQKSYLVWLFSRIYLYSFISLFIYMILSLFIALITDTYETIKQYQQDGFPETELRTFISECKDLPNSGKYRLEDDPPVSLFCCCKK
#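 Test system: TRPML3-YFP stable HEK293 cells. Doses: single point at 3 µM. Incubation: dye loading 1 h 37 °C then 30 min ambient, 125 s read. Signal: Fluo-8 calcium dye fluorescence, ex 470-495, em 515-575 nm. Measure: percent activation from peak-to-basal fluorescence ratio, scaled between DMSO and carbachol.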
# NPY-Y1 antag = NPY-Y1 (human) receptor antagonism. P25929. HEK293-CNG Y1 cells, membrane potential fluorescence; NPY at EC95, then isoproterenol. inhibition, % at 3.6 µM. 200,000 tested, 1% active;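 active = inhibition above the campaign mean inhibition of all tested compounds plus 3 SD, cut at about 20% in these data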;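 also: 0% = DMSO wells given NPY plus isoproterenol and 100% = isoproterenol alone without NPY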
#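 material = HEK293 cells with Y1 receptor plus CNG channel | also added = NPY 25 nM then isoproterenol 1 µM plus Ro 20-1724 25 µM | schedule = dye 3 h, compound 60 min room temperature, stimulation 45 min | measured by = membrane potential fluorescence | benchmarks = high control isoproterenol alone, low control NPY with isoproterenol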
# EP2 mod = modulators of human EP2 prostaglandin E2 receptor; P43116; 260,000 tested, 0.83% active; induction, % at 25 µM; EP2-expressing cells, cAMP HTRF FRET, PGE2 co-stimulation;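 active = compounds whose cAMP rise, as percent of the full-agonist control response, exceeds 60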;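 also: rat C6 glioma line stably carrying human EP2 under a CMV promoter; the protocol text gives 20 µM as final concentration; 100% = response of wells given 1 µM PGE2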
# Target sequence (P43116 whole entry, looked up): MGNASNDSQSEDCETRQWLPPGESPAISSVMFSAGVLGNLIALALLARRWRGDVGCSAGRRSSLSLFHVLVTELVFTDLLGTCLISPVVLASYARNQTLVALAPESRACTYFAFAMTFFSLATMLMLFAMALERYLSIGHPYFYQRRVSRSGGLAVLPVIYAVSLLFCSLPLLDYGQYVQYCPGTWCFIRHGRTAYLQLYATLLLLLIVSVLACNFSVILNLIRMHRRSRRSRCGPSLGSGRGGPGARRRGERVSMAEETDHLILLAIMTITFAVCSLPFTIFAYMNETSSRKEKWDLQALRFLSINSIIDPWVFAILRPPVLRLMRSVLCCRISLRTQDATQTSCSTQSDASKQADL
# NPY-Y1 PAM-ag = potentiators or agonists of human neuropeptide Y receptor Y1. P25929. NPY-Y1 expressing cells, potentiator/agonist activation. activation, % at 3.6 µM. 220,000 tested, 0.37% active. AID 1304; in the data active = activation above about 33%, passing the limit was not always enough;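 also: cells stimulated with NPY at EC10 then isoproterenol at EC100; 0% = low agonist plus stimulus and 100% = saturating agonist plus stimulus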
# PPC-1+TRAIL kill = compounds killing PPC-1 cancer cells with TRAIL present (potentiator screen, no TRAIL-free arm). PPC-1 cells + TRAIL, ATPLite viability luminescence. cell killing (% activity), % at 4 µM. 220,000 tested, 0.41% active;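 active = cell killing above 50% in the first pass at 4 µM, then a duplicate retest at 5 µM averaging 50% or more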;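 also: plate controls were cells with TRAIL plus DMSO for no effect and medium-only wells lacking cells for full effect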
# CHOP inhibitor = inhibitors of CHOP induction in ER stress response | CHO-K1 CHOP-promoter luciferase, tunicamycin-induced, 15-18 h | inhibition, % at 10 µM | 220,000 tested, 3.8% active;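 active = compounds that reduced the stress-induced luciferase reporter signal by more than about 70% of percent inhibition, limit read from the data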;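 also: 0% = tunicamycin plus vehicle and 100% = wells without tunicamycin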
# zfTRPN1 agonist = zebrafish TRPN1 (NompC) channel agonism. AID 1424. activation, % at 3 µM. 220,000 tested, 0.18% active. HEK293 zebrafish TRPN1-YFP, Fluo-8 calcium fluorescence; 100% = response to 87 µM carbachol;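 active = activation above its plate's cutoff, the mean activation of test wells on that plate plus 3 SD, cut at about 19% in these data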;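 also: 0% = DMSO alone and 100% = 87 µM carbachol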
#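 Material: zebrafish TRPN1-YFP in HEK293 cells; Doses: single test compound dose, 3 µM nominal, 0.3% DMSO; Timing: dye loading 1 h at 37 °C, then 30 min room temperature; Technique: intracellular calcium fluorescence with Fluo-8; Benchmarks: high carbachol 87 µM, low DMSO alone.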
# 14-3-3 Bad inh = disrupts binding of bovine 14-3-3 zeta to phospho-Bad peptide; 220,000 tested, 0.71% active; TR-FRET 14-3-3zeta/Dy647-pBad peptide displacement, 1 h; P63103; inhibition, % at 21.7 µM;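 active = inhibition above about 70%, limit read from the data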;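 also: 0% = full 14-3-3 plus peptide FRET controls and 100% = background without 14-3-3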
# PGE2 EP2 inh = inhibitors of human EP2 prostaglandin E2 receptor. C6 glioma cells expressing human EP2, cAMP TR-FRET; cells stimulated with saturating PGE2. inhibition, % at 25 µM. P43116. 260,000 tested, 0.52% active. AID 1422;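 active = percent inhibition above 40 after rounding to a whole number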;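 also: rat C6 glioma host cells with rolipram phosphodiesterase inhibitor present; the protocol text gives 20 µM as final concentration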
# * hit, by the source's call; . = no result given; & = joins results of further samples; [ ] = dose if it differs, or a comment.
SMILES,TRPML3 ag,NPY-Y1 antag,EP2 mod,NPY-Y1 PAM-ag,PPC-1+TRAIL kill,CHOP inhibitor,zfTRPN1 agonist,14-3-3 Bad inh,PGE2 EP2 inh
CCN(CC)C(NC(=O)Cc1ccccc1)C(Cl)(Cl)Cl (configuration not stated),-0.3,3.0,-2.7,11.4,-14.4,-8.0,1.0,9.9,10.0
CCn1c(O)c(/C=C/C=C/C=Nc2ccccc2)sc1=S,0.7,-3.4,-28.8,15.7,8.5,2.8,1.4,-11.3,0.6
CCOC(=O)N1CCC(NC(=O)Cn2c3c(c(-c4ccccc4Cl)cc2=O)CCC3)CC1,0.2,-2.8,11.1,18.9,4.7,59.0,-0.8,6.8,9.9
Cc1c(C(=O)OCC(=O)c2ccc3c(c2)OCCO3)oc2ccccc12,0.9,10.6,-27.6,-32.9,14.9,-20.3,1.1,0.1,15.6
CCNc1nc(NC(C)C)nc(ON=C(C)C)n1,0.7,-5.5,-5.1,9.8,13.2,-6.3,-0.3,4.0,7.7
O=C(Nc1ccc(F)cc1)C1CCC(CNc2c(N3CCCCC3)c(=O)c2=O)CC1 (configuration not stated),0.0,.,-8.4,-0.7,10.8,-12.3,1.0,0.9,6.4
O=C1CCC(=O)N1CC(=O)N(c1ccccc1)c1ccccc1,0.2,-3.0,-8.0,-2.0,0.7,1.1,0.5,6.5,3.3
Cc1csc(NC(=O)CSc2nnnn2C)n1,0.8,5.5,-15.7&10.5,-16.5,21.9,11.8,-0.7,8.5,10.6&1.4
CCOC(=O)c1c(C)[nH]c(C(=O)COC(=O)c2cnc(C)cn2)c1C,1.2,-3.0,0.1,0.8,16.0,35.2,0.6,79.5*,15.3
Cc1cc(N2CCN(c3ccccc3Cl)CC2)n2cc(-c3ccccc3)nc2n1,-0.5,9.3,-22.3,-26.1,9.0,65.9,-0.5,12.5,9.7
CCCCN(C(=O)NC(=O)C1=C(N2CCOCC2)/C(=C/c2ccccc2)CC1)S(C)(=O)=O,0.4,-5.1,8.0,10.6,-3.3,63.0,-0.2,4.8,.
CC1(C(=O)NCCc2c[nH]c3ccccc23)C=CCN1C(=O)c1ccccc1 (configuration not stated),0.2,2.5,6.7,8.4,18.3,6.2,-1.5,3.4,2.2
Cn1c(SCC(=O)OCc2ccccc2)nnc1-c1ccco1,0.9,0.1,27.3,2.4,18.4,12.1,0.0,-4.0,6.2
O=C1N=C(N2CCN(c3ccccc3)CC2)S/C1=C/c1ccco1,-0.9,.,-45.6,-11.0,4.1,-1.4,-0.6,-4.2,12.3
CC(C)(C)OC(=O)N1CCOCCOCCN(C(=O)OC(C)(C)C)CCOCC1,1.5,3.4,27.4,-9.6,14.9,-4.5,0.0,-0.3,8.8
CC(=O)N1CCN(C(=O)CCc2c[nH]c3ccccc23)CC1,0.6,6.0,0.1,17.1,3.1,11.2,0.9,-15.8,7.4
CCn1c(COc2ccccc2)nnc1SCC(=O)Nc1cc(OC)ccc1OC,0.0,5.5,-1.7&2.8,8.1,9.6,4.1,0.0,0.9,1.5&11.7
O=C1C2CCCN2C(=S)N1Cc1ccccc1 (configuration not stated),-0.5,0.1,4.3,11.8,25.0,13.6,-0.4,4.6,1.6
COc1ccccc1CCNC(=O)c1cc(-c2ccccn2)nc2ccc(Br)cc12,0.4,-2.2,11.4,-28.5,30.2,-3.3,0.4,9.4,8.8
CN(C)S(=O)(=O)c1cc(NC(=O)CN2CCc3ccccc32)ccc1Cl,1.0,-5.6,-52.0,6.9,3.4,-19.9,0.2,-18.7,6.9
Cc1cccc(C)c1NC(=O)C(=O)NCCCN1CCOCC1,1.4,-4.6,-5.9,4.5,7.5,-19.1,1.8,1.3[fluorescence artefact?],5.7
O=C(NCc1ccccn1)c1ccc(Cl)cc1Cl,-0.6,-0.4,1.4,-8.9,13.3,-0.7,-0.5,0.7,4.6
CN1C(=O)c2c(sc3c2CCCC3)NC1c1ccccc1O (configuration not stated),1.3,-2.9,-21.5,-1.7,19.0,7.7,2.5,-9.2,12.5
Cc1cc(NC(=O)c2cnn3cccnc23)n(-c2ccccc2)n1,0.8,5.7,-12.7,2.8,26.4,17.2,-0.8,7.1,7.2
Cc1cc(Br)ccc1NC(=S)N1CCOCC1,1.1,.,10.8,22.0,21.1,15.5,0.5,-3.7,6.8
# Further results follow.
SMILES,TRPML3 ag,NPY-Y1 antag,EP2 mod,NPY-Y1 PAM-ag,PPC-1+TRAIL kill,CHOP inhibitor,zfTRPN1 agonist,14-3-3 Bad inh,PGE2 EP2 inh
COc1ccc(/C=N/n2c(-c3n[nH]c4c3CCC4)n[nH]c2=S)c(OC)c1OC,0.7,.,28.7,-7.4,-11.9,-26.2,0.6,0.2,10.7
CCN1/C(=C/C(=S)Nc2ccccc2)Sc2ccccc21,-0.2,.,16.9,21.8,7.8,-10.3,-1.9,-57.0,11.8
NC(N)=Nc1nc2cc([N+](=O)[O-])ccc2o1,0.8,-1.2,2.1,12.8,-3.0,5.5,0.6,-3.6,11.7
COc1cc(/C=N/NC(=O)c2nonc2C)ccc1O,0.6,3.5,21.8,-8.6,15.2,-16.3,-1.2,-9.2,7.9
CC1OC23CCCCC2C(C#N)(C(=N)O3)C1(C#N)C#N (configuration not stated),0.7,-1.9,24.8,-4.0,-3.7,12.1,-0.1,-7.0[fluorescence artefact?],4.6
COc1ccc(N2CCN(C(=O)Cn3cnc4c(cnn4-c4ccccc4)c3=O)CC2)cc1,0.7,-3.3,-31.4&-29.1,0.9,-11.6,11.1,0.0,6.8,10.6&-0.5
CCCCOc1ccc(NC(=O)CN2CCN(C(=O)OCC)CC2)cc1,0.9,7.1,16.8,-0.1,15.4,12.3,-1.9,25.7[fluorescence artefact?],11.8
COc1cccc(NC(=O)COC(=O)/C=C/c2ccc(Cl)cc2Cl)c1,0.6,5.3,-59.2,-18.2,8.9,61.6,1.9,-23.8,16.3
CCCCCCCNC1=CC(=O)CC(c2ccccc2)C1 (configuration not stated),0.4,6.5,-4.2,-30.7,7.0,60.8,-1.0,-2.5,4.5
CCn1nc(C)cc1C(=O)Sc1ccc(C)cc1,0.5,.,-35.0,-3.2,17.7,17.4,-0.9,-2.3,4.7
Cc1cc(C)cc(-c2nnc(SCC(=O)NCc3cccs3)o2)c1,-0.9,2.5,-1.3,-35.2,3.1,31.8,-2.1,-7.2,7.4
FC(F)Oc1ccc(NC(=S)Nc2ccc3cn[nH]c3c2)cc1,0.5,.,-40.6,-2.0,-2.5,9.8,1.6,-6.1,12.9
COc1ccc(N2C(=O)CC(Cc3ccccc3)C2=O)cc1 (configuration not stated),0.6,-8.5,-5.3,-7.3,0.9,19.8,1.8,-2.1,3.1
Cc1ccc(-c2cc(Cc3cccs3)c(=O)[nH]n2)cc1,0.0,.,22.8,1.0,2.6,17.7,-1.2,6.0,10.6
CC(=O)Nc1ccc(S(=O)(=O)Oc2cccc(N3C(=O)C4CCCCC4C3=O)c2)cc1 (configuration not stated),4.5,1.7,-24.1,-1.9,-0.3,10.1,6.8,6.1,9.3
O=C(O)c1ccccc1C(=O)OCc1ccccc1,0.7,10.4,17.5,-17.5,17.5,5.3,-1.3,-2.7[fluorescence artefact?],8.3
Cc1ccc(C(=O)Nc2nc(=O)[nH]s2)cc1,0.3&0.9,9.3&-3.0,8.7&22.4,-3.7&5.4,7.7&29.3,-20.9&-5.5,1.4&1.1,3.0&-9.0,2.9&2.2
NC(=O)CCS(=O)(=O)c1ccccc1,1.1,0.8,43.2,5.2,5.6,17.9,0.3,-8.1,10.2
CC(=O)C1=C(O)C(=O)N(Cc2ccco2)C1c1ccc2c(c1)OCO2 (configuration not stated),0.1,-5.6,22.6,6.7,-2.6,7.4,0.0,49.6,6.6
O=C(CN1C(=O)CC(c2ccccc2)S(=O)(=O)c2ccccc21)NC1CCCC1 (configuration not stated),-0.2,4.8,-27.2,-1.3,3.3,1.1,2.5,4.9,2.8
O=C(Cn1cc([N+](=O)[O-])cn1)NCCc1nc2ccccc2[nH]1,-0.6,-0.2,27.0,-2.1,15.9,21.2,0.8,-8.6,14.6
CCOC(=O)C1CCN(Cc2cnc(Oc3ccc(C(C)(C)C)cc3)s2)CC1,0.7,-5.3,-19.3,4.1,3.5,-2.7,0.5,-9.5,2.8
Cc1nn2c(nc1=O)NNC2(C)C(C)(C)C (configuration not stated),0.7,-2.6,10.0&16.5,-9.5,10.1,-13.8,-0.2,-9.7,9.6&9.4
Cc1ccc(N2C(=O)CC(Cn3nc(C)cc3C)C2=O)cc1 (configuration not stated),0.6,1.1,7.3,7.6,-3.4,4.0,1.1,.,.
c1ccc(-c2[nH]ncc2-c2nc3ccccc3[nH]2)cc1,0.0,-3.8,-38.8,-11.1,18.6,24.8,1.2,.,9.0
NC(=O)CSc1nc(-c2ccccc2Cl)ns1,0.4,4.1,21.4,-5.6,9.0,-5.2,-0.5,-13.4,8.1
O=C(O)c1ccc(-c2ccccc2C(F)(F)F)o1,0.5,7.2,82.9*,-19.0,3.8,16.8,0.6,-3.7,14.0
Cc1nc2ccccc2c(=O)n1N(c1ccccc1)c1ccccc1,-0.5,7.5,29.9,-14.5,9.2,11.9,-2.6,-4.7,10.7
CSc1ccccc1NC(=O)c1noc2c1CCC2,-0.3,-0.7,15.4,8.3,4.5,-1.4,-1.3,-8.2,11.1
O=C(CSc1nc2ccccc2c(=O)[nH]1)N1CCCCCC1,0.1,4.0,3.5&-3.8,-1.0,10.0,-31.7,0.2,10.2,9.0&9.1

# Complete entries as entered above:
# Listed for CC1OC23CCCCC2C(C#N)(C(=N)O3)C1(C#N)C#N (configuration not stated) : TRPML3 ag = 0.7; NPY-Y1 antag = -1.9; EP2 mod = 24.8; NPY-Y1 PAM-ag = -4.0; PPC-1+TRAIL kill = -3.7; CHOP inhibitor = 12.1; zfTRPN1 agonist = -0.1; 14-3-3 Bad inh = -7.0[fluorescence artefact?]; PGE2 EP2 inh = 4.6
# Listed for COc1ccc(N2CCN(C(=O)Cn3cnc4c(cnn4-c4ccccc4)c3=O)CC2)cc1 : TRPML3 ag = 0.7; NPY-Y1 antag = -3.3; EP2 mod = -31.4&-29.1; NPY-Y1 PAM-ag = 0.9; PPC-1+TRAIL kill = -11.6; CHOP inhibitor = 11.1; zfTRPN1 agonist = 0.0; 14-3-3 Bad inh = 6.8; PGE2 EP2 inh = 10.6&-0.5

# Compounds shown so far that have a COOH group (2):
SMILES,TRPML3 ag,NPY-Y1 antag,EP2 mod,NPY-Y1 PAM-ag,PPC-1+TRAIL kill,CHOP inhibitor,zfTRPN1 agonist,14-3-3 Bad inh,PGE2 EP2 inh
O=C(O)c1ccccc1C(=O)OCc1ccccc1,0.7,10.4,17.5,-17.5,17.5,5.3,-1.3,-2.7[fluorescence artefact?],8.3
O=C(O)c1ccc(-c2ccccc2C(F)(F)F)o1,0.5,7.2,82.9*,-19.0,3.8,16.8,0.6,-3.7,14.0

# A portion of the library; the hit share may differ from the screen's.
